From PubChem BioAssay
Tau fibril ThT: qHTS for Inhibitors of Tau Fibril Formation, Thioflavin T Binding. Microtubule-associated protein tau (Homo sapiens), P10636. Potency, µM (doses to about 57.4 µM), for inactives: at the highest dose activity, negative = inhibition, hits mostly inhibitors. recombinant tau K18 P301L, heparin-induced fibrillization, ThT fluorescence. actives 2.1% (n = 270,000). AID 1460, 2008; also: % is scaled to controls: 0 for no effect and ±100 for the full control effect; nearly all actives have a fitted effect of over 55% in size
Target sequence (P10636 561-689 P618L limits assumed): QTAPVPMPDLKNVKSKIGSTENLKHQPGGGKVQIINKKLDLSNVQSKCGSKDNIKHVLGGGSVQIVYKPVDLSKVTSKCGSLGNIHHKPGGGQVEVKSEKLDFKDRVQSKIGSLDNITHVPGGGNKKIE
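Fibril formation assay: tau K18 P301L at 15 uM with trace Alexa 594 label, heparin inducer 20 uM, pH 7 sodium acetate buffer, 37 C for 6 hr; endpoint ThT signal.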
SMN2 splice enh: qHTS Assay for Enhancers of SMN2 Splice Variant Expression. HEK293 SMN2-luciferase splicing reporter, luminescence, 30-36 h. Potency, µM (titrated, usually from 46.1 µM), without a hit: top-dose activity change, positive = activation, hits mostly activators. actives 2.8% (n = 210,000); also: % of control where 0% means no effect; nearly all actives have a fitted effect of over 55% in size
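HEK293 cells carry an SMN2 minigene-luciferase reporter in which exon 7 inclusion puts luciferase in frame. Cells were seeded at 2000 cells/well, attached for 10-12 hours, then exposed to compounds for 30-36 hours at 37C before ONE-Glo luminescence.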
L3MBTL1 block: qHTS Assay for the Inhibitors of L3MBTL1; Lethal(3)malignant brain tumor-like protein 1 (Homo sapiens), Q9Y468; AlphaScreen L3MBTL1–H3K9me1 peptide binding; Potency, µM (series often up to 57.1 µM), for inactives: at the top dose activity, negative = inhibition, actives largely listed as inhibitors; actives 0.66% (n = 230,000); also: % is scaled to controls: 0 for no effect and ±100 for the full control effect; nearly all actives have a fitted effect of over 60% in size
Target sequence (Q9Y468 whole entry, looked up): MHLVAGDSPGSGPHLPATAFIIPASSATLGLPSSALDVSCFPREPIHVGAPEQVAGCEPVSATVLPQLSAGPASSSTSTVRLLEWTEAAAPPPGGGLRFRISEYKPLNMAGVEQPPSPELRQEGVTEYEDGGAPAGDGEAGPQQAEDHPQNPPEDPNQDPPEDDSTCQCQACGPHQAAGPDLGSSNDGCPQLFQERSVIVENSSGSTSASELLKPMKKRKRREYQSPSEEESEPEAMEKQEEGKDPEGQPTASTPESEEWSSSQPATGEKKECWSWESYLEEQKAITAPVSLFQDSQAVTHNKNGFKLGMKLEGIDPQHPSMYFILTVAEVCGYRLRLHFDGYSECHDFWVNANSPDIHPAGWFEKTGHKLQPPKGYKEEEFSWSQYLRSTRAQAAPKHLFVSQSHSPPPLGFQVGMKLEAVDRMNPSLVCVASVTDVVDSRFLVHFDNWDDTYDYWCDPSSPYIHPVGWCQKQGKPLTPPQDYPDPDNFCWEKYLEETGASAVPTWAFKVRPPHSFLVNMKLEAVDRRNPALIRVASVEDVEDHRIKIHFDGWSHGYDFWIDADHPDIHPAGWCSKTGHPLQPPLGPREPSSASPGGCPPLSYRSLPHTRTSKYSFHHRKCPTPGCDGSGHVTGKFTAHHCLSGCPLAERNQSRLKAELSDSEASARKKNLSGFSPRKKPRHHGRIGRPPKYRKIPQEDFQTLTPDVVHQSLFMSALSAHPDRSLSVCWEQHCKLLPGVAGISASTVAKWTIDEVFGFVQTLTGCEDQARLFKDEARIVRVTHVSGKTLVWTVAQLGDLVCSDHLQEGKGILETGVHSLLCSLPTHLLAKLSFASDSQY
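First, the protein-peptide complex forms for 30 min at room temperature (L3MBTL1 50 nM, biotinylated H3K9me1 peptide 75 nM). Next, compounds are pin-transferred and incubated 30 min. Finally, AlphaScreen beads are added and read after 30 min.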
Luc counter: Counterscreen for Luciferase (Kinase-Glo TM) Inhibition; Kinase-Glo luciferase, ATP luminescence, 8 min; Potency, µM (doses to about 38.3 µM), inactives show at the top dose activity change, negative = inhibition, hits mostly inhibitors; actives 0.28% (n = 200,000); AID 1379, 2008; also: % is scaled to controls: 0 for no effect and ±100 for the full control effect; nearly all actives have a fitted effect of over 60% in size
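Inhibition of Kinase-Glo luciferase light generation was assessed at 10 uM ATP in pH 7.2 imidazole buffer, with luminescence measured after eight minutes at ambient temperature.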
JMJD2E inh: qHTS Assay for Inhibitors of Human Jumonji Domain Containing 2E (JMJD2E). Lysine-specific demethylase 4E (Homo sapiens), B2RXH2. actives 1.6% (n = 230,000). AID 2147, 2009. Potency, µM (highest dose often 57.1 µM), for inactives: top-dose activity change, negative = inhibition, most hits filed as inhibitors. JMJD2E catalytic domain, FDH-coupled NADH fluorescence (FDH is formaldehyde dehydrogenase); active = well fitted inhibition curve with a large enough effect, not every such curve was filed as active; inconclusive = small, poorly fitted or top-dose-only effect, or another doubt; inactive = no such curve, though single readings can be large or run the other way;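 also: 0% = wells with enzyme and -100% = buffer wells without enzyme; nearly all actives have a fitted effect of over 50% in size; many of its hits are not listed in these tables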
ALDH1A1 block: qHTS Assay for Inhibitors of Aldehyde Dehydrogenase 1 (ALDH1A1); Aldehyde dehydrogenase 1A1 (Homo sapiens), P00352; Purified ALDH1A1, NADH fluorescence, propionaldehyde substrate; Potency, µM (top dose mostly 75.3 µM), without a hit: at the highest dose activity, negative = inhibition, hits mostly inhibitors; actives 7.3% (n = 220,000); active = well fitted inhibition curve with a large enough effect, not every such curve was filed as active; inconclusive = small, poorly fitted or top-dose-only effect, or another doubt; inactive = no such curve, though single readings can be large or run the other way;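 also: plate controls were no enzyme wells and a reference inhibitor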
RECQ1 helicase: qHTS Assay for Inhibitors of RecQ-Like Dna Helicase 1 (RECQ1) | Potency, µM (titrated, usually from 57.3 µM), without a hit: at the highest dose activity, negative = inhibition, usual class: inhibitors | ATP-dependent DNA helicase Q1 (Homo sapiens), P46063 | AID 2549, 2010 | RECQ1 DNA unwinding, red fluorescence kinetic read | actives 0.54% (n = 240,000);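 also: plate controls were vehicle for no effect and no enzyme for full effect; nearly all actives have a fitted effect of over 30% in size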
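RECQ1T1 50 nM; forked duplex (20 bp + 30-nt ss tails) 200 nM, ATP 2 mM final; pH 8.0, 2 mM MgCl2, 2.5 ug/ml poly(dI-dC); 15 min compound preincubation; discontinuous kinetic read over 2 h at RT.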
LMNA splice mod: qHTS Assay for Modulators of Lamin A Splicing. Potency, µM (series often up to 46.1 µM), inactives show at the top dose ratio change, negative = inhibition, most hits filed as inhibitors. HeLa LMNA splicing GFP/RFP minigene ratio, 48 h. actives 0.01% (n = 200,000). AID 1487, 2009; active = well fitted inhibition curve with a large enough effect in the signal ratio, with a control signal flat, not every such curve was filed as active; inconclusive = small, poorly fitted or top-dose-only effect, or effect the other way, or a change in a side signal; the % refers to the signal ratio; also: % is scaled to controls: 0 for no effect and ±100 for the full control effect
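Read-out is the ratio of GFP to DsRed2 object intensity, acquired by 488 nm laser-scanning cytometry on HeLa lamin A-EGFP minigene reporter cells. Compound incubation 48 hrs at 37 °C in Opti-MEM with 2% FBS; DMSO 0.5% final.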
Numbers without * were called inactive; i = inactive; ? = inconclusive; . = not tested or not shown; & = joins results of further samples; [ ] = another dose, or the depositor's remark. Unless noted, calls follow the shape of the dose curve; as a rule, active = well fitted curve in the direction sought with a large enough effect; inconclusive = small, poorly fitted or top-dose-only effect, or another doubt; inactive = no such curve, though single readings can be large; an effect the other way counts as inactive or inconclusive. Potency is read from the fitted curve at half-maximal effect. This is a subset (hit frequency here may not be typical).

SMILES | Tau fibril ThT | SMN2 splice enh | L3MBTL1 block | Luc counter | JMJD2E inh | ALDH1A1 block | RECQ1 helicase | LMNA splice mod
O=C(N/N=C/c1cc(Br)cs1)c1c[nH]c2ccccc12 | -8% | . | -23% | . | 2% | 2% | -5% | .
Cc1cc(C)c(NS(=O)(=O)c2ccc(NC(=O)CCC(=O)O)cc2)c(C)c1 | -10% | -13% | . | -6% | 5% | 7% | -3% | .
CC(C)C(CO)NC(=O)CC(=O)NC(CO)C(C)C (configuration not stated) | -2% | -20% | 11% | -1% | 5% | 14% | 0% | 5%
CC(C)Oc1ccc(C(=O)N(Cc2ccco2)C2CCS(=O)(=O)C2)cc1 (configuration not stated) | -7% | -12% | -3% | 2% | 2% | -12% | -5% | 16%
O=[N+]([O-])c1cccc(-c2ccc(/C=N/Nc3nc(N4CCCCC4)nc(N4CCCCC4)n3)o2)c1 | ? | -37%[inhibitor] | ? | -1% | -1% | 4% | -1% | .
O=C(Cc1ccc(Cl)cc1)NCC(=O)N1CCCCC1 | 14% | 0% | -19% | -1% | -3% | -8% | 12% | .
CN(C)S(=O)(=O)c1ccc(Cl)c(NC(=O)c2ccncc2)c1 | 4% | 7% | 3% | -1% | -4% | 11µM* | 1% | -12%
COCCNC(=O)c1ccc(Cl)c(Cl)c1 | -5% | -3% | 4% | -3% | 2% | 1% | -6% | -3%
COc1ccc(-c2coc3cc(OC)cc(OC)c3c2=O)cc1 | -17%&-17% | 7% | -2% | -4% | ? | -8% | -10% | -6%
COC(=O)c1ccc(S(=O)(=O)NCc2ccco2)o1 | 7% | . | -1% | . | 8% | -3% | i | .
COc1ccc(C(=O)n2c(SC)nc3cc4c(cc32)OCCO4)cc1 | ? | 9% | 1% | -1% | -8% | ? | -6% | 16%
O=C(CCc1nc2ccccc2c(=O)[nH]1)OCC(=O)N1CCc2ccccc21 | ? | -4% | . | -1% | -3% | -4% | -17% | .
CCOC(=O)c1[nH]c(C)c(CN(Cc2ccco2)C(=O)C(F)(F)F)c1C | -12% | -12% | -9% | -3% | 3% | 1% | -6% | -12%
CCCc1nc2sc3c(c2c(=O)n1NC(=O)CCC(=O)OC)CCCC3 | 0% | . | -6% | . | -5% | . | -4% | .
CC(/C=C/c1ccccc1)=N/NC(=O)CNC(=O)c1ccc2c(c1)OCO2 | -13% | 2% | 9% | -3% | 7% | 5% | -1% | 12%
CC1=CC(C)(C)N(C(=O)CN2C(=O)CCC2=O)c2ccccc21 | -6% | . | -4% | -5% | 0% | -1% | -1% | .
COc1ccc(N2CCN(C(CNS(=O)(=O)c3cccs3)c3cccnc3)CC2)cc1 (configuration not stated) | -19% | 9% | . | -3% | -8% | -18% | -13% | 0%
CCOC(=O)c1c(-c2ccc(-c3ccccc3)cc2)csc1NC(=O)CCN1CCOCC1 | ? | -46%[inhibitor] | -1% | 1% | -30% | ? | 1% | ?
CN(C)CCNC(=O)C(=O)C1C(=O)Nc2ccccc21 (configuration not stated) | -14% | 3% | 6% | -2% | -15% | ? | i | .
C=CCNc1nc(-c2cccc(OC)c2O)nc2ccccc12 | ? | -16% | -2% | 14% | 3% | 11% | i | -4%
CN1CCCC1CCNS(=O)(=O)c1ccc(Br)cc1 (configuration not stated) | -5% | -2% | 7% | 2% | -4% | 3% | 2% | -25%
CC(C)CCN=CC1=C(O)CC(c2ccccc2)CC1=O (configuration not stated) | -1% | 1% | -15% | 0% | 3% | -8% | -16% | .
CC(=O)c1c(C)[nH]c(C(=O)OC(C)C(=O)Nc2cc(S(=O)(=O)N3CCCCC3)ccc2Cl)c1C (configuration not stated) | 2% | -2% | 1% | 4% | 0% | 4% | -11% | ?
O=C(CN(CCO)c1ccccc1)NC12CC3CC(CC(C3)C1)C2 | -11% | -9% | -6% | -3% | 0% | ? | -6% | ?
Cc1nc2c(n1C1CCCCC1)C(=O)c1ccccc1C2=O | -9% | ? | 4% | 2% | -14% | ? | 0% | 15%
CCOc1ccc(C/C(N)=N/n2cnnc2)cc1 | 2% | -12% | . | 1% | -2% | 3% | i | -5%
CNCCC=C1c2ccccc2CCc2ccccc21 | ? | -50%[inhibitor] | -8% | 0% | -6% | -12% | -13% | ?
CCSc1ccccc1C(=O)NCc1cccnc1 | -3% | . | 4% | 0% | -4% | ? | -5% | 10%[46 µM]
CCOC(=O)c1c(NC(=O)Cn2nnc(-c3ccc(Cl)cc3)n2)sc(CC)c1C | -14% | -15% | . | 18% | ? | ? | -4% | -8%
CCOc1ccccc1NC(=O)c1cnc2n(c1=O)CCS2 | -10% | . | 7% | . | -10% | 13% | i | 1%
[N-]=[N+]=CC(=O)c1ccnc(C(=O)C=[N+]=[N-])c1 | -12% | 11% | . | -1% | -10% | ? | i | -22%
O=C1c2cccc3cccc(c23)C(=O)N1CCN1CCN(CC(O)COCc2ccc(Cl)cc2)CC1 (configuration not stated) | ? | -25% | -7% | 1% | ? | -3% | 2% | ?
CCn1cc(C(=O)NCCCN2CCC(C)CC2)c2cc(OC)c(OC)cc2c1=O | -17% | -3% | 5% | 16% | -9% | -3% | -1% | -10%
CCOC(=O)CSc1nnc2cc(C)c3ccccc3n12 | -3% | -8% | -4% | 3% | -25% | 18% | -12% | -14%
N/C(=N\OC(=O)COc1ccccc1)c1ccc(Cl)cc1 | -9% | 21% | 58%[activator] | 2% | 1% | 10% | -3% | -5%
CS(=O)(=O)N(CC(=O)N/N=C/c1cccc2c1OCCO2)c1ccccc1Br | -12% | -10% | -7% | -3% | ? | ? | 0% | -1%
CCOc1ccc(N2CC(C(=O)N/N=C/c3sccc3C)CC2=O)cc1 (configuration not stated) | ? | . | 0% | . | 1% | . | -9% | .
Cc1ccc(C(=O)N(CC(=O)Nc2ccc(Cl)c(Cl)c2)Cc2ccco2)cc1 | 2% | 1% | -14% | -2% | -1% | ? | i | ?
O=C(CN(CC1CCCO1)C(=O)Cn1nnc(-c2ccc(F)cc2)n1)NC1CCCCC1 (configuration not stated) | -4% | -9% | 6% | -5% | 5% | 5% | -3% | -5%
C=C1C2CC[C@@]3(C)C(c4ccoc4)OC(=O)C[C@@]13OC1CC(O)C(C)(C)C(CC(=O)OC)[C@@]12C (some centres not stated) | 1%&-6% | -18%&-19% | . | -1%&-5% | 0%&-2% | -2%&-1% | -19%&-6% | .
O=C(Cn1cc2c(n1)CCCC2)NC1CCN(Cc2ccccc2)CC1 | -6% | -3% | 3% | 1% | 1% | 0% | -6% | 6%
COc1ccc(Br)cc1S(=O)(=O)N1CCN=C1C | -6% | -10% | 1% | 3% | 3% | 4% | -1% | 0%
CCCS(=O)(=O)N1CCC(C(=O)NCCc2ccc(C)cc2)CC1 | -1% | 3% | 2% | 2% | 1% | -5% | -10% | 1%
CCCNC(=O)c1ccc(S(N)(=O)=O)cc1 | -4% | . | 8% | . | ? | 8% | i | .
O=S(=O)(c1ccc(NC(=S)NCCc2ccccc2)cc1)N1CCOCC1 | 9% | 18% | -5% | 2% | 5% | -13% | i | ?
CCN(CC)C(=O)C1CCCN(c2ccccc2[N+](=O)[O-])C1 (configuration not stated) | -5% | . | -13% | 2% | 2% | 13µM* | 5% | ?
Nc1nc(-c2cccnc2)nc(N2CCCCC2)n1 | -11% | 4% | 1% | -3% | -1% | -7% | -3% | -3%
Cc1cc(C(=O)N/N=C/c2ccc(-c3ccc(C)c(Cl)c3)o2)n[nH]1 | ? | . | -9% | . | ? | ? | -6% | .
C#CCOc1ccc2c(C)cc(=O)oc2c1 | -3% | . | 4% | . | ? | ? | -13% | -4%
N#C/C(=C\c1ccc(N2CCOCC2)o1)C(=O)NCCc1ccccc1 | 8.9µM* | 16% | -11% | 4% | 40µM* | ? | -4% | 8%[46 µM]
COc1ccccc1-n1cnnc1SCC(=O)c1c[nH]c2ccccc12 | 1% | 2% | 2% | 0% | -7% | 10µM* | -8% | -10%
Cc1cccc(CSc2nnnn2-c2ccccc2)c1 | -16% | -20% | . | 1% | -8% | ? | -18% | 16%
COc1cc(NS(=O)(=O)c2ccc(NC(=S)NC(=O)c3sc4ccccc4c3Cl)cc2)ncn1 | ? | -7% | -4% | 1% | 1% | 22µM* | 4% | -6%
COc1cc(C(=O)Nc2oc(-c3ccccc3)c(-c3ccccc3)c2C#N)cc(OC)c1OC | ? | -13% | 2% | 1% | 0% | ? | ? | 0%
COc1ccccc1N1CN(CCc2ccccc2)CNC1=S | -6% | . | 35%[activator] | . | -1% | . | -3% | .
Cc1ccc(S(=O)(=O)n2nc(OC(=O)C(C)(C)C)cc2N)cc1 | ? | 6% | -3% | 2% | -3% | -1% | i | 16%
CCC(C)(C)n1nnnc1C(c1cc2ccc(OC)cc2[nH]c1=O)N1CCc2ccccc2C1 (configuration not stated) | ? | -57%[inhibitor] | 31%[activator][11.4 µM] | 2% | ? | ? | -1% | ?

Molecules listed so far containing a cyano group:
SMILES | Tau fibril ThT | SMN2 splice enh | L3MBTL1 block | Luc counter | JMJD2E inh | ALDH1A1 block | RECQ1 helicase | LMNA splice mod
N#C/C(=C\c1ccc(N2CCOCC2)o1)C(=O)NCCc1ccccc1 | 8.9µM* | 16% | -11% | 4% | 40µM* | ? | -4% | 8%[46 µM]
COc1cc(C(=O)Nc2oc(-c3ccccc3)c(-c3ccccc3)c2C#N)cc(OC)c1OC | ? | -13% | 2% | 1% | 0% | ? | ? | 0%
